From PubChem BioAssay
HSP90 inh: inhibitors of HSP90 luciferase refolding in rabbit reticulocyte lysate; luciferase refolding luminescence, 3 h; inhibition, % at 5.6 µM; 290,000 tested, 0.91% active; AID 1789;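 active = inhibition above the screen-wide mean plus 3 SD, computed separately per campaign, cut at about 16% in these data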;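 also: 0% = DMSO wells and 100% = 60 µM geldanamycin wells; inhibitors lower the luminescence because luciferase stays unfolded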
aSyn 5UTR inh: MLPCN primary screen, SNCA 5' untranslated region; alpha-synuclein 5'UTR reporter, inhibitor activity; inhibition, % (tested at 7.5 µM); 300,000 tested, 0.82% active; in the data active = inhibition above about 60%;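 also: H4 neuroglioblastoma cells stably carrying SNCA 5'UTR luciferase fusion; 0% = DMSO wells and 100% = positive control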
HSF1 inhib: HSF1 inhibition | NIH3T3-HGL HSE-luciferase, MG132-induced, luminescence 8 h; stronger effect = lower value | activity change, negative = inhibition, % at 7.5 µM (by protocol) | 300,000 tested, 0.77% active;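 active = more than half of replicate wells show activity change below -50%, luminescence cut by over half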;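 also: luciferase reports HSF-1 transcriptional activity via heat shock element; 0% = median of DMSO wells and -100% = zero luminescence signal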
AI-2 QS mod: Vibrio harveyi AI-2 quorum sensing modulation | AID 2094 | activity change, % at 7.5 µM | Vibrio harveyi JMH597 AI-2 luminescence/OD600 ratio, 9 h; stronger effect = lower value; strain lacks LuxN and CqsS sensors; 0 = neutral-control median | 300,000 tested, 0.4% active; in the data active = activity change below about -75%, passing the limit was not always enough;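 also: luminescence divided by OD600 gain over 9 h not by final OD600 alone; inactives centre near 13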
GSK3B inh: blocks human GSK3beta kinase activity | P49841 | GST-GSK3beta kinase, ADP-Glo luminescence, 60 min; stronger effect = lower value | activity score (negative = inhibition), % at 10 µM | 300,000 tested, 0.038% active;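 active = more than half of replicate wells score below -50%, meaning over 50% inhibition versus plate controls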;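 also: 0% = median DMSO wells and -100% = median GW8510 positive control wells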
Target sequence (P49841 whole entry, looked up): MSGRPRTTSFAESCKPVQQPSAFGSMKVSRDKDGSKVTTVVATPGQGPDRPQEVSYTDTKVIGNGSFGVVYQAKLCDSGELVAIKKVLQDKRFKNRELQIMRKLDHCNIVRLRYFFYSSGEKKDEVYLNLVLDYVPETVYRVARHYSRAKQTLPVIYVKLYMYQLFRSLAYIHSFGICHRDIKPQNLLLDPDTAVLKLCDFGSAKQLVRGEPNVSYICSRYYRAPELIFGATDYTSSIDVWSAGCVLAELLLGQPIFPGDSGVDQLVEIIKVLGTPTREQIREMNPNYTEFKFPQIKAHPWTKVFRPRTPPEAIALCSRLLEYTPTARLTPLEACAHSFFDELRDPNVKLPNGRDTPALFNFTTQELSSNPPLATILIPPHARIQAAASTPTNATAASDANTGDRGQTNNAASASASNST
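Test system: GST-tagged human GSK3beta kinase, cell-free; evaluation: activity score scaled between in-plate DMSO and GW8510 controls; measured by: ADP-Glo luminescence; incubation: 60 min reaction, RT; benchmarks: DMSO and 20 µM GW8510; reagent: peptide substrate plus 25 µM ATP (final); medium: Tris/MgCl2 kinase buffer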
IEC-6 cytotox: counter-screen for KLF5 inhibitors: cytotoxicity in IEC-6 cells | IEC-6 cytotoxicity, luminescence viability | inhibition, % at 5 µM | 290,000 tested, 0.78% active; in the data active = inhibition above about 22%;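 also: 0% = plate median of test compound wells and 100% = cytotoxic reference compound wells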
HSF1 activator: increases HSF-1 driven luciferase reporter signal; NIH3T3-HGL HSF-1 luciferase reporter, MG132, 8 h; 100% = twice DMSO control signal; activation, % at 9 µM; 300,000 tested, 1.7% active; AID 504408;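 active = mean replicate activation of at least 50% with a set share of replicates each reaching 50%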;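 also: 0% = median of the neutral control wells and 100% = twice that signal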
HIF act: HIF pathway transcriptional activation. AID 1910. 300,000 tested, 0.32% active. U2OS HRE-luciferase reporter, luminescence; normalized: DMSO 0%, desferrioxamine 100%. activation, % at 7.5 µM (by protocol);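 active = mean activation of at least 10% of the iron chelator positive control signal, with at least half of replicates also reaching 10%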
KLF5 inh: kruppel-like factor 5 inhibition; 290,000 tested, 0.23% active; DLD-1 KLF5 promoter-luciferase reporter, luminescence; inhibition, % at 5 µM;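 active = inhibition above a per-plate limit of that plate's mean compound inhibition plus 3 SD, cut at about 60% in these data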;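 also: 0% = DMSO wells and 100% = LY294002 at 200 µM; higher means less KLF5 promoter-driven luciferase light; inactives centre near -14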
GSK3A inh: inhibitors of human GSK-3 alpha kinase; ADP-Glo luminescence, 60 min; inhibition, % at 10 µM; AID 2650; P49840; 320,000 tested, 0.1% active;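 in the data active = inhibition above about 50%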;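 also: GST-tagged GSK-3 alpha with peptide substrate and 25 µM ATP; 0% = DMSO neutral wells and 100% = GW8510 positive control wells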
Target sequence (P49840 whole entry, looked up): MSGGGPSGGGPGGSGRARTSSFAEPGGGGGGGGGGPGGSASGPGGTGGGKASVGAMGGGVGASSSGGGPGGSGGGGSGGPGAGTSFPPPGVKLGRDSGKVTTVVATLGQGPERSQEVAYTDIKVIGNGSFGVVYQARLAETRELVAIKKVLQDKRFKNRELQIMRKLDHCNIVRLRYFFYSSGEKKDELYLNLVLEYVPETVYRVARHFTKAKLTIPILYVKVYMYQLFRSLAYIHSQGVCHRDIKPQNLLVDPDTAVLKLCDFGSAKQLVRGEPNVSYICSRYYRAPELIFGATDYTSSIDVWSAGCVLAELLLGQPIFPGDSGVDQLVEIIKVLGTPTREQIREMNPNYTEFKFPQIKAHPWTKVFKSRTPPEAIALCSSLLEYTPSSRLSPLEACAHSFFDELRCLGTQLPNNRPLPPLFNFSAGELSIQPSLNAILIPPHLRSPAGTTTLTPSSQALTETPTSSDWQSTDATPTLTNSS
Active calls of the source: *; nt = no result given.

SMILES	HSP90 inh	aSyn 5UTR inh	HSF1 inhib	AI-2 QS mod	GSK3B inh	IEC-6 cytotox	HSF1 activator	HIF act	KLF5 inh	GSK3A inh
CCC(C)(C)n1nnnc1C(c1cc2ccc(OC)cc2[nH]c1=O)N1CCc2ccccc21 (centres undefined)	-1	-10	5	10	-1	-2	4	0.0	10	-1
N#Cc1cc([N+](=O)[O-])ccc1Oc1cccc(/C=N/NC(=O)c2cccc(Cl)c2)c1	-1	-3	11	36	-3	4	-2	-0.2	-21	-4
CC(C)NC(=O)CSc1ccccc1C(=O)NCc1ccc2c(c1)OCO2	-7	10	6	26	5	0	-1	0.7	-16	-4
Cc1cccnc1Nc1nc(-c2ccc(O)cc2)cs1	1	-231	-5	16	-5	-5	14	3.0	-163	-1
Cc1cc(NC(=O)c2noc3c2CCCC3)nn1Cc1ccc(Cl)cc1	1	-4	1	31	1	-3	0	0.0	-26	2
COc1ccc(C2C(C(=O)N3CCN(c4ccccn4)CC3)CCC(=O)N2c2cc(OC)c(OC)c(OC)c2)cc1 (centres undefined)	3	5	-5	22	1	-8	1	-0.2	-1	-3
Cc1cccc(OCCNc2ccc(C(F)(F)F)cc2[N+](=O)[O-])c1	-1	-44	4	14	-9	-3	-18	0.7	-35	-1
COc1ccccc1-c1ccc(SCc2ccc(C)cc2)nn1	1	-61	14	20	0	-7	26	3.0	-16	-10
O=C(CCSCc1ccc(Cl)cc1)NCCc1ccccc1	-2	22	2	13	-2	-5	-4	-0.4	13	0
Cc1nn(Cc2c(F)c(F)c(F)c(F)c2F)c(C)c1NC(=O)c1ccc(COc2cc(Cl)ccc2Cl)cc1	0	-133	29	3	2	5	32	0.5	-124	-1
Cc1cc(-n2nc3ccccc3n2)c(O)c([N+](=O)[O-])c1	2	-8	-2	16	-15	2	1	-0.1	-26	-2
CN1CCN(C(=O)c2cc3c(ccc4ccccc43)oc2=O)CC1	-3	-44	-14	28	4	-9	-5	0.2	-1	-8
C/C(=C/CCC(C)C1CCC2(C)C3CCC4C(C)(C)C(=O)CCC4(C)C3=CCC12C)C(=O)O (centres undefined)	nt	-13	-1	18	1	nt	-8	0.1	nt	nt
COc1ccc(/C=N\NC(=O)COc2ccc(Cl)cc2Cl)c(C(=O)O)c1OC	1	-26	-16	-3	3	-1	-2	-0.3	-21	-3
COc1ccc(N(CC(=O)NCCSC2CCCCC2)S(=O)(=O)c2ccccc2)c(OC)c1	3	28	17	13	3	-4	9	-0.8	-11	0
COc1ccc2c(c1)SCC/C2=C\CN1C(=O)CCC1=O	3	14	-7	22	-1	-2	-9	0.0	-18	-1
CC(=O)c1ccc(S(=O)(=O)N(C)C(C)CCc2ccco2)cc1 (centres undefined)	2	9	-2	-2	3	0	-10	-0.1	12	-3
CC1OC(Oc2c(-c3cc(O)c(O)c(O)c3)oc3cc(O)cc(O)c3c2=O)C(O)C(O)C1O (centres undefined)	3	-4	-1	16	-3	2	1	0.0	-6	nt
Cn1c(=O)c2cn(-c3cccc4ccccc34)cc2n(C)c1=O	nt	35	-5	-3	2	nt	-8	-1.9	nt	0
CCCN(C(=O)c1ccco1)c1nnc(-c2ccccc2C)s1	0	-89	nt	1	-2	5	nt	1.3	-53	-1
O=C(O)c1cc([N+](=O)[O-])c(N2CCCC2)c([N+](=O)[O-])c1	0	-2	-1	14	1	-8	10	-0.1	-18	2
CCOc1nc(-c2ccccc2)ccc1-c1noc(-c2cccnc2)n1	nt	-26	-7	0	-3	nt	7	-0.1	nt	-2
Cc1cc(C)n(C(=O)/C(C#N)=C/N(C)C)n1	-4	21	-9	5	-2	-6	-10	0.0	-14	0
Cc1nn(Cc2ccccc2)c(C)c1NC(=O)c1cc(-c2cccs2)on1	8	27	-22	19	-2	4	-35	0.0	-15	-1
CCS(=O)(=O)Nc1cccc(C2=NN(S(=O)(=O)c3ccc(C)cc3)C(c3cccs3)C2)c1 (centres undefined)	-2	10	4	7	-1	-2	13	-1.2	-18	-2
CCC1CCCCN1C(=O)CN1C(=O)c2ccccc2S1(=O)=O (centres undefined)	nt	-11	-2	-1	2	nt	4	0.4	nt	-1
O=C(COC(=O)Cc1n[nH]c(=O)c2ccccc12)Nc1ccc(Cl)cc1F	-2	-24	-2	26	4	-9	-14	-0.2	-9	-3
CCOc1ccccc1N1CN(C2CCCCC2)CNC1=S	-1	nt	nt	18	-2	9	nt	nt	-3	0
CCOc1cccc(CN2CCC(n3nccc3NC(=O)C3CC3)CC2)c1O	1	-1	17	13	1	2	48	0.2	-13	-1
O=C(CN1C(=O)CCSc2ccccc21)NC1CCCCC1	-7	1	-3	8	-1	-8	-22	-0.4	-4	0
CCCn1ncc(CN2CCC(n3nccc3NC(=O)c3ccccc3Cl)CC2)c1C	4	11	-1	17	-1	3	13	-0.5	-35	-3
Cc1cccc(C)c1OCCOC(=O)c1n[nH]c2ccccc12	3	-9	8	37	0	1	14	2.1	8	-1
Cc1ccccc1N/N=C/c1sc(=O)n(Cc2cccc(C(=O)O)c2)c1Cl	3	2	12	59	4	-2	8	-0.3	19	-4
C=C(c1ccc(O)cc1)c1ccc(O)cc1	-2	-23	44	5	-4	5	43	0.1	-8	-1
CCS(=O)(=O)n1nc(-c2cccnc2)nc1NCc1ccc(F)cc1	-5	-3	-2	15	0	0	-3	-0.2	3	-2
COc1ccc(OCCOC(=O)CNC(=O)c2cccc(C)c2)cc1	nt	10	1	15	-2	nt	28	-6.0	nt	-2
CC(=O)c1ccc(NC(=O)c2ccc([N+](=O)[O-])o2)cc1	9	-355	94	-91*	-2	32*	91*	1.4	-19	0
O=C(Nc1ccc(SC(F)F)cc1)c1cccc2nc3ccccc3nc12	-3	1	1	12	0	-8	16	0.0	3	-1
CCOC(=O)c1ccc(NC(=S)NCCCN2CCOCC2)cc1	-3	-7	-1	25	7	1	-12	-0.2	1	-1
COc1ccc(C(=O)c2c[nH]cc2-c2ccccc2)cc1	-4	7	-57*	21	7	6	-69	0.3	-3	-3
Cc1ccccc1OCC(=O)NCCN(C)C	0	8	-6	9	7	3	-3	-0.1	-8	-2
O=C(/C=C\c1ccccc1)Nc1ccc(NC(=O)c2ccco2)cc1	4	-67	-2	17	-4	-3	3	0.2	3	1
CN(CC(=O)NCc1ccccc1Cl)S(=O)(=O)c1cccs1	6	-9	-4	nt	nt	2	-1	-0.3	3	-1
O=C1c2cccc3cccc(c23)C(=O)N1Cc1ccccc1	3	20	-10	16	3	8	-3	-0.5	-10	0
CCCc1ccc(C2=Nn3c(nnc3C(C)C)SC2)cc1	2	16	-1	10	0	11	-14	0.1	-19	-2
O=C(COC(=O)COc1ccccc1[N+](=O)[O-])Nc1cccc(Br)c1	-5	3	-9	7	2	-4	13	0.8	9	-1
COc1cc(OC)cc(C(=O)N(Cc2cc3cc(C)ccc3[nH]c2=O)C(C)C)c1	1	0	15	18	-1	-1	40	-0.2	-24	-1
CCn1cc(C(=O)N[C@H](C(=O)NCCO)C(C)C)c(=O)c2cc3c(cc21)OCO3	11	17	-16	26	0	-5	-33	-1.3	-6	0

Part of the list above, in CSV form:
SMILES,HSP90 inh,aSyn 5UTR inh,HSF1 inhib,AI-2 QS mod,GSK3B inh,IEC-6 cytotox,HSF1 activator,HIF act,KLF5 inh,GSK3A inh
O=C(COC(=O)COc1ccccc1[N+](=O)[O-])Nc1cccc(Br)c1,-5,3,-9,7,2,-4,13,0.8,9,-1
COc1cc(OC)cc(C(=O)N(Cc2cc3cc(C)ccc3[nH]c2=O)C(C)C)c1,1,0,15,18,-1,-1,40,-0.2,-24,-1

Going on with the list:
SMILES	HSP90 inh	aSyn 5UTR inh	HSF1 inhib	AI-2 QS mod	GSK3B inh	IEC-6 cytotox	HSF1 activator	HIF act	KLF5 inh	GSK3A inh
CCOc1ccccc1NC(=O)CN(C)S(=O)(=O)c1ccc2[nH]c(=O)oc2c1	-4	-2	3	25	4	1	2	-0.3	-7	4
CCC1=NC(c2ccccc2Cl)N(O)C1(C)C (centres undefined)	1	4	6	23	-2	4	4	1.6	-11	-1
Cc1cc(Oc2nnnn2-c2ccccc2)ccc1Cl	2	1	12	-16	6	-1	28	2.5	-47	1
Cc1ccc(N2CCN(C(=S)Nc3ccccc3)CC2)cc1	1	-6	1	44	3	6	3	0.2	-14	-3
O=C(COc1ccc2ccccc2c1)NNC(=O)c1cccs1	2	-9	-11	-4	6	-3	3	0.0	-17	1
O=c1[nH]c(NCCO)nnc1Cc1ccc(Cl)cc1	-2	7	-4	-2	0	-1	-8	0.4	-8	-1
CCCn1c(C(C)C)n[nH]c1=S	4	-2	-4	13	-1	-4	-8	0.0	-34	-2
O=C(COC(=O)c1ccc2ccccc2n1)c1ccc(F)cc1	-1	-4	-7	21	0	3	-10	0.0	-19	-1
COc1ccc(C2C(C(=O)Nc3cccc(OC)c3)c3ccccc3C(=O)N2C)cc1 (centres undefined)	-3	-22	2	nt	nt	-1	21	-0.1	-14	nt
CCN(CC)CCNS(=O)(=O)c1ccc2c3c(cccc13)C(=O)N2	1	28	-6	4	-4	-4	-7	-0.3	13	3
Nc1nc(SCC(=O)Nc2cccc(S(=O)(=O)N3CCCCCC3)c2)n[nH]1	3	-11	-7	1	1	5	2	-0.4	-16	0
COc1ccc(CCC(=O)NCC(c2ccco2)N2CCc3ccccc32)cc1 (centres undefined)	nt	7	-1	-4	-14	nt	-8	-1.1	nt	2
CCOC(=O)C(NC(=O)c1ccccc1)=C1C=C(C)OC(C)=C1	-1	-16	-5	3	2	1	-3	-1.7	-15	-2
Fc1ccc(N2Cc3ccsc3C=N2)cc1	-4	-64	16	24	-1	8	6	1.4	-4	-1
Cc1cc(Cn2nnnc2-c2ccncc2)cc(C)c1O	1	-13	-5	15	-4	-2	-2	1.3	-34	4
O=C1CCC(C(=O)N2CCN(c3ccc(F)cc3)CC2)CN1CC1CCCCC1 (centres undefined)	4	-19	-3	4	2	0	-2	-0.2	-44	0
CS(=O)(=O)N1CCN(C(=O)c2ccccc2F)CC1	-5	nt	nt	nt	nt	5	nt	nt	4	0
O=C(Nc1nc2c(s1)CCCC2)c1cc2n(n1)C(C(F)(F)F)CC(C1CC1)N2 (centres undefined)	-1	-28	12	8	-1	7	17	1.8	-16	nt
COc1ccc(N2CCN(CCCNC(=O)c3ccc(CS(=O)(=O)c4ccc(OC)cc4)o3)CC2)cc1	-2	5	-6	17	-1	2	-2	-0.1	-25	0
CC1=C(C(=O)Nc2ccc(F)cc2)C(c2ccncc2)C2=C(CCCC2=O)N1 (centres undefined)	5	3	3	7	-3	5	10	-0.7	-21	-2
C(=N\Nc1nncn1/N=C/c1ccco1)/c1ccco1	8	2	6	29	0	4	-2	-0.5	5	0
COc1ccc(OC)c(CNc2ncc(-c3ccc(F)cc3)n2C)c1	4	5	6	15	0	2	13	0.1	-45	nt
COc1ccc(NC(=O)C(c2ccccc2)N2CCN(c3ccccn3)CC2)cc1Cl (centres undefined)	-3	-16	-3	6	2	-10	14	-0.1	-7	-2
NS(=O)(=O)c1ccc(NC(=O)C2(c3ccccc3)CCCC2)cc1	2	5	-2	26	0	0	-9	0.0	-3	-1
Nn1c(-c2cccs2)nc2sc3c(c2c1=O)CCCC3	-1	-149	44	2	0	6	70*	1.7	-18	-2
C=CCNc1sc(C(=O)c2ccccc2)c(N)c1-c1nc2ccccc2s1	-9	-48	11	3	2	-3	46	0.5	-123	3
